# Efflux pump inh – blocks antifungal efflux pumps in multiplex yeast assay. S. cerevisiae Candida pump triplex, Nile Red efflux. inhibition, % at 10 µM. hit rate 0.44% among 330,000. AID 485275;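 active means plate passing quality check with inhibition over a set limit, or well fluorescence over plate mean plus 4 SD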;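 further: Nile Red retained in pooled yeast measured as flow cytometry median fluorescence; 0% = buffer negative control and 100% = Enniatin B positive control; higher means more Nile Red kept so more efflux inhibition; some compounds called inactive have numbers as strong as hits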
# AGP1 TOR yeast – alters AGP1-GFP fluorescence in TOR pathway yeast screen | S. cerevisiae AGP1-GFP multiplex flow cytometry, 3 h; GFP as percent of DMSO wells | GFP response vs DMSO, % at 10 µM | hit rate 0.02% among 320,000;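 active means GFP response relative to DMSO above a set limit, near screen average plus 3 SD, cut at about 150% in these data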;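 further: median GFP channel fluorescence of the gated AGP1 strain per well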
# Yeast superoxide – caloric restriction mimetics inhibiting age-related superoxide in yeast; AID 2690; S. cerevisiae aged cells, superoxide DHE fluorescence; stronger effect = lower value; superoxide response (% of plate mean), % at 10 µM; hit rate 0.18% among 330,000;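 active means superoxide response under a set limit, about three screen SD below normal, cut at about 65% in these data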;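 further: yeast aged for seven days with compound at 30 °C before DHE staining; 100% = average MFI of all compound-treated wells on the plate with controls excluded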
# LAP4 TOR yeast – alters LAP4-GFP fluorescence in TOR pathway yeast screen; S. cerevisiae LAP4-GFP multiplex, flow cytometry GFP, 3 h; median GFP as percent of DMSO wells; GFP response vs DMSO, % at 10 µM; hit rate 0.34% among 320,000; AID 2023;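 active means GFP response vs DMSO above a set limit, about the screen mean plus 3 SD, cut at about 150% in these data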
# AHR act – human AHR activation; AHR-responsive luciferase reporter cells, luminescence; P35869; activation, % at 5 µM; hit rate 2.5% among 320,000; in the data active means activation above about 47%;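 further: 0% = vehicle wells and 100% = reference agonist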
# Target sequence (P35869 whole entry, looked up): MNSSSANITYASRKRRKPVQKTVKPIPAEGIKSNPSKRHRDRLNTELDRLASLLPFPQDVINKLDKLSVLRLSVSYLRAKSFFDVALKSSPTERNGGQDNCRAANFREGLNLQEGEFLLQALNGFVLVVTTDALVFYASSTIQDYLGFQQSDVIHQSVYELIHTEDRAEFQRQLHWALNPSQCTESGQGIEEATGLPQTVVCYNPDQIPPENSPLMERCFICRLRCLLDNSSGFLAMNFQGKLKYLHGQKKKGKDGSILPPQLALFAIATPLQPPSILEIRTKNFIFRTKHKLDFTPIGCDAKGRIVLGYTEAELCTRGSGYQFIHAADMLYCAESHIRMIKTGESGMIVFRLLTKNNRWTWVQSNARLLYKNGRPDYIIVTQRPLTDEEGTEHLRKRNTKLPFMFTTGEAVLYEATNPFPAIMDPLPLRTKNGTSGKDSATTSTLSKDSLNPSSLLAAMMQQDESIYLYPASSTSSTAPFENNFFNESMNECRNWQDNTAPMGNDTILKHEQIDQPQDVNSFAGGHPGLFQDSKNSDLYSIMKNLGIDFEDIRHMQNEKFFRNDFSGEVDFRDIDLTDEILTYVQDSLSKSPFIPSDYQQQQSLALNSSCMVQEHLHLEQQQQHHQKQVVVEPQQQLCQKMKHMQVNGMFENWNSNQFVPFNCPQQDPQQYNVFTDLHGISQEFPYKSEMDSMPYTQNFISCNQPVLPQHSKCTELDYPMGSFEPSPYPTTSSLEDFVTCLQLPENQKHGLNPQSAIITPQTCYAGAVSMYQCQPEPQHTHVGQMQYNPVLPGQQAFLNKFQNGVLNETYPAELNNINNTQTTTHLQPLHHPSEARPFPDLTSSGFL
# MEP2 TOR yeast – yeast TOR pathway MEP2-GFP modulation; S. cerevisiae MEP2-GFP strain, flow cytometry GFP, 3 h; 100% = DMSO control level; GFP response vs DMSO, % at 10 µM; hit rate 0.51% among 330,000; AID 2016;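 active means GFP response versus DMSO above a set limit, roughly screen mean plus 3 SD, cut at about 180% in these data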;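 further: median GFP fluorescence of the barcode-gated MEP2-GFP cells per well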
# CIT2 TOR yeast – yeast TOR pathway CIT2-GFP modulation; GFP response vs DMSO, % at 10 µM; hit rate 0.065% among 320,000; S. cerevisiae CIT2-GFP strain, flow cytometry, 3 h; 100 means same as DMSO wells;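 active means GFP response relative to DMSO above a set limit, near the screen mean plus 3 SD, cut at about 150% in these data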;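 further: ratio of well median GFP fluorescence to mean of DMSO wells on the plate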
# RPL19A-GFP yeast – alters RPL19A-GFP fluorescence in TOR pathway yeast screen; S. cerevisiae RPL19A-GFP strain, flow cytometry, 3 h; stronger effect = lower value; percent response vs DMSO, % at 10 µM; hit rate 0.3% among 330,000; AID 2025;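 active means percent response vs DMSO below 50%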;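 further: median channel GFP fluorescence of the barcoded RPL19A-GFP strain; ratio of sample median GFP to plate DMSO average so 100% = DMSO; lower means less RPL19A-GFP as with rapamycin TOR inhibition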
# * marks the source's active call; other numbers are inactive results.
# The line under a structure holds: Efflux pump inh, AGP1 TOR yeast, Yeast superoxide, LAP4 TOR yeast, AHR act, MEP2 TOR yeast, CIT2 TOR yeast, RPL19A-GFP yeast
CC(C)[C@H](NC(=O)N1CC(=O)Nc2ccccc21)C(=O)N[C@H](Cc1ccccc1)C(=O)O
  0.2, 103, 100, 106, 0, 109, 99, 99
C/C(=N/NC(=O)c1ccc(C)s1)c1cccc(NC(=O)COc2ccc(Cl)cc2C)c1
  0.0, 91, 104, 95, 5, 94, 94, 96
O=C(O)c1cccnc1C(=O)N1CCc2c([nH]c3ccccc23)C1C(F)(F)F (stereo not drawn)
  0.4, 107, 102, 98, 0, 92, 101, 97
COc1cc(OC)c(/C=N/n2c(C)nnc2C)c(OC)c1
  -0.4, 96, 93, 92, -1, 91, 103, 103
COc1nccnc1NS(=O)(=O)c1ccc(NC(=O)c2ccc(F)cc2)cc1
  0.0, 110, 80, 98, -1, 107, 104, 106
CCOC(=O)[C@@H]1[C@H]2COc3ccccc3[C@@H]2N2C(=O)N(c3ccc(F)cc3)C(=O)[C@@]12C
  0.1, 90, 109, 94, 5, 98, 92, 95
O=C(O)C1=C[C@@H](C2CC2)C[C@@H](OCc2ccc(CO)cc2)O1
  -0.2, 77, 99, 126, 5, 87, 82, 94
Cc1cccc(-c2nc(CN3CCCC(C(=O)NC4CCCCC4)C3)c(C)o2)c1 (stereo not drawn)
  0.0, 97, 88, 95, 0, 111, 95, 94
CCCSc1sc(C(=O)OC)c(-c2cccs2)c1C#N
  0.0, 112, 89, 104, -2, 97, 103, 106
O=C(NCC1COc2ccccc2O1)c1cccc(S(=O)(=O)NCc2ccccc2)c1 (stereo not drawn)
  0.1, 100, 108, 101, 0, 96, 95, 95
CCOc1ccc(NC(=O)c2cc(S(=O)(=O)N3CCOCC3)cs2)cc1
  0.0, 99, 102, 96, 22, 101, 98, 102
O=[N+]([O-])c1ccc(S(=O)(=O)Nc2ccc(-c3csc(-c4ccccc4)n3)cc2)cc1
  0.1, 97, 102, 108, 0, 105, 94, 97
CCOc1ccc(CCNC(=O)COC(=O)/C=C/c2ccccc2)cc1OCC
  -0.1, 105, 89, 114, -1, 100, 104, 95
O=C(N/N=C/c1ccncc1)c1ccccc1OCc1ccc(Br)cc1
  0.1, 97, 76, 92, 5, 97, 110, 107
COc1cccc(-c2nc(CS(=O)(=O)CC(=O)Nc3c(C)cccc3C)c(C)o2)c1
  0.1, 109, 105, 107, 2, 106, 125, 101

# Some of these compounds in order of heavy-atom count, ascending:
# The line under a structure holds: Efflux pump inh, AGP1 TOR yeast, Yeast superoxide, LAP4 TOR yeast, AHR act, MEP2 TOR yeast, CIT2 TOR yeast, RPL19A-GFP yeast
CCCSc1sc(C(=O)OC)c(-c2cccs2)c1C#N
  0.0, 112, 89, 104, -2, 97, 103, 106
COc1cc(OC)c(/C=N/n2c(C)nnc2C)c(OC)c1
  -0.4, 96, 93, 92, -1, 91, 103, 103
O=C(O)C1=C[C@@H](C2CC2)C[C@@H](OCc2ccc(CO)cc2)O1
  -0.2, 77, 99, 126, 5, 87, 82, 94
O=C(N/N=C/c1ccncc1)c1ccccc1OCc1ccc(Br)cc1
  0.1, 97, 76, 92, 5, 97, 110, 107
O=C(O)c1cccnc1C(=O)N1CCc2c([nH]c3ccccc23)C1C(F)(F)F (stereo not drawn)
  0.4, 107, 102, 98, 0, 92, 101, 97
CCOc1ccc(CCNC(=O)COC(=O)/C=C/c2ccccc2)cc1OCC
  -0.1, 105, 89, 114, -1, 100, 104, 95
O=[N+]([O-])c1ccc(S(=O)(=O)Nc2ccc(-c3csc(-c4ccccc4)n3)cc2)cc1
  0.1, 97, 102, 108, 0, 105, 94, 97
CCOC(=O)[C@@H]1[C@H]2COc3ccccc3[C@@H]2N2C(=O)N(c3ccc(F)cc3)C(=O)[C@@]12C
  0.1, 90, 109, 94, 5, 98, 92, 95

# Screening data (PubChem BioAssay)

# This is a random part of the collection; overall some 3.9% were active at least once.
